Source: PubChem BioAssay
RXFP1 ag = agonists of human relaxin receptor RXFP1. Q9HBX9. HEK293T-RXFP1 cAMP TR-FRET, 30 min; response scale: percent of porcine relaxin response, buffer zero. Potency, µM (top dose mostly 57.5 µM), for inactives: at the highest dose activation, actives largely listed as activators. hit rate 0.3% among 370,000; also: potency is read from the fitted curve at half-maximal effect; % is scaled to controls: 0 for no effect and ±100 for the full control effect; nearly all actives have a fitted effect of over 60% in size; many of its hits are not listed in these tables
Target sequence (Q9HBX9 whole entry, looked up): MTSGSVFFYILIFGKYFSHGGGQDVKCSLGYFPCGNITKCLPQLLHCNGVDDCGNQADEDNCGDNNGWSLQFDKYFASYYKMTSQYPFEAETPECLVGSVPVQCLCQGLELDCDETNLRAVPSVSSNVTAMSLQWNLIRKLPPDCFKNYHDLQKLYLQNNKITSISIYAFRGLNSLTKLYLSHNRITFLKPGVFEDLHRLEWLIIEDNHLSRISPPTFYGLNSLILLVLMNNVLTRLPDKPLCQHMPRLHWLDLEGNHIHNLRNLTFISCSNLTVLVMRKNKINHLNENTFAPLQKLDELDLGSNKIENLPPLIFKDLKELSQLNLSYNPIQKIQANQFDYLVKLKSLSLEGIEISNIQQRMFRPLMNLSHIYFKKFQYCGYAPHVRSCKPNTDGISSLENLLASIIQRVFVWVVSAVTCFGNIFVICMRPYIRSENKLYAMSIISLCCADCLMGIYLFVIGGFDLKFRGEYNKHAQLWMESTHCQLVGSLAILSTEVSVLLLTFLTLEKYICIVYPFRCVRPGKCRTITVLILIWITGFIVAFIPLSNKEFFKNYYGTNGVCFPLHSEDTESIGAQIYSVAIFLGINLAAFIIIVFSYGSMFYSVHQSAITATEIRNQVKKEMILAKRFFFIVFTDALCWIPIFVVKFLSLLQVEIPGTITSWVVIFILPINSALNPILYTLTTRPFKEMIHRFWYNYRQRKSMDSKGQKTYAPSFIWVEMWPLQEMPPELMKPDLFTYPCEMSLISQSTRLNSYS
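Agonist response is measured as cAMP accumulation in an RXFP1-transfected HEK293T line under PDE4 inhibition. Values are scaled between buffer-only and 29 nM porcine relaxin, and EC50s come from standard Hill equation fits.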
D1 potentiator = human D1 dopamine receptor positive modulation. potentiation, % at 10 µM. AID 504651. HEK293 TREx D1 cells, calcium flux, dopamine EC20 potentiation. P21728. hit rate 0.036% among 360,000; in the data active = potentiation above about 30%; also: 0% is about no effect
D1 agonist = human D1 receptor agonism | HEK293 T-REx D1 cells, calcium flux, agonist mode | activation, % at 2 µM | hit rate 1% among 360,000; in the data active = activation above about 30%; also: 0% is about no effect
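Inducible HEK293 T-REx D1 cells, force-coupled to calcium signalling, were plated at 4000 cells/well with tetracycline and held overnight at 30 C. After no-wash calcium dye loading, compound-evoked calcium rise over 180 s flagged agonists.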
D1 antag = human D1 dopamine receptor antagonism. HEK293 TREx D1 cells, calcium flux, dopamine EC80; active compounds read low. hit rate 3.2% among 360,000. activity change, negative = inhibition, % at 10 µM. AID 504652; in the data active = activity change below about -30%; also: % is scaled to controls: 0 for no effect and ±100 for the full control effect
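HEK293 T-REx cells expressing inducible, force-coupled D1 receptor; no-wash Ca dye, 30–90 min RT. Cmpd → 180 s read at 1 Hz → EC80 DA → 180 s read.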
TRHR ag = agonists of human TRH receptor; TRHR cells, calcium flux fluo-8, FDSS agonist mode; activation, % at 2 µM; hit rate 0.18% among 360,000; AID 493084; P34981; in the data active = activation above about 30%; also: 0% is about no effect
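TRHR-expressing cells, plated overnight in medium with 10% serum, were loaded with fluo-8 calcium dye at room temperature. After a 10 s baseline, library compound was pin-added and calcium release was recorded kinetically (ex 480/em 530) as agonist response.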
RXFP1 antag = RXFP1 (human) relaxin receptor antagonism; hit rate 0.59% among 350,000; activity change, negative = inhibition, % at 57.5 µM; HEK293-RXFP1, relaxin-stimulated cAMP HTRF, 30 min; active compounds read low; Q9HBX9;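 active = activity change of -60% or lower, but not beyond a set lower limit; inconclusive = change between -60% and -40%, or beyond the set limit; inactive = change above -40%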; also: % is scaled to controls: 0 for no effect and ±100 for the full control effect
Anesthetic bind = binds horse apoferritin like a general anesthetic; apoferritin/1-aminoanthracene competitive binding, fluorescence; Potency, µM (top dose mostly 77.5 µM), for inactives: top-dose activity change, negative = displacement, most hits filed as inhibitors; hit rate 0.074% among 350,000; P02791; also: potency is read from the fitted curve at half-maximal effect; % is scaled to controls: 0 for no effect and ±100 for the full control effect; nearly all actives have a fitted effect of over 20% in size
Target sequence (P02791 2-175 limits assumed): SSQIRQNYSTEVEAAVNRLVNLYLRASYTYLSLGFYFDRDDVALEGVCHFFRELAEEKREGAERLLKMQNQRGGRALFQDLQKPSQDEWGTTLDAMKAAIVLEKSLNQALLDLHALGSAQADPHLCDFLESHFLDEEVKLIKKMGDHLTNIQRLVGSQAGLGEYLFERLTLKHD
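Steps: apoferritin (10 uM) was premixed with half-saturated 1-AMA in PBS, compounds were pin-transferred, plates stood 10 min at room temperature, fluorescence was read at 380/535 nm, and curves were fitted with a Hill equation.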
TRHR PAM = allosteric enhancers of human TRH receptor; enhancement, % at 2 µM; P34981; TRHR cells, fluo-8 calcium fluorescence, EC20 TRH enhancement; hit rate 0.66% among 360,000; in the data active = enhancement above about 30%; also: 0% is about no effect
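TRHR-expressing cells loaded with fluo-8 calcium dye were read kinetically (ex 480/em 530) during compound addition, then stimulated with an EC20 of TRH (10 nM final). Enhancement of the Gq-mediated intracellular calcium response was scored.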
D2 PAM = D2 dopamine receptor (human) potentiation | HEK293 T-REx D2, calcium flux, EC20 dopamine potentiation | potentiation, % at 10 µM | P14416 | hit rate 0.34% among 340,000;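 active = potentiation over 3 SD above the plate norm, cut at about 30% in these data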; also: 0% is about no effect
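Potentiation of an EC20 dopamine calcium response is measured in a force-coupled, tetracycline-inducible Hek293 Trex D2 line. Compound-only kinetic reads over 180 s flag agonists before dopamine addition.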
* = called active by the depositor; ? = inconclusive; · = no result given; [ ] = another dose, or the depositor's remark. Unless noted, calls follow the shape of the dose curve; as a rule, active = well fitted curve in the direction sought with a large enough effect; inconclusive = small, poorly fitted or top-dose-only effect, or another doubt; inactive = no such curve, though single readings can be large; an effect the other way counts as inactive or inconclusive. A portion of the library. The share of hits here may be higher or lower than overall.

1: CCC(=O)N1CCN(c2ccc(NC(=S)NC(=O)C(C)C)cc2)CC1
2: Cc1cc(-c2ccccc2)nc(N2CCN(c3ccccn3)CC2)n1
3: CCC(CC)NC(=O)Nc1ccc(F)cc1F
4: COc1ccc2cc(-c3csc(-c4cccnc4)n3)ccc2c1
5: CC1CCN(S(=O)(=O)c2ccc3c(c2)N(CC(=O)NCCCN2CC(C)CC(C)C2)C(=O)CS3)CC1 (centres undefined)
6: Cc1sc2ncn(CC(=O)N3CCN(c4ccc(F)cc4)CC3)c(=O)c2c1S(=O)(=O)N1CCN(c2ncccn2)CC1
7: CNc1nc2[nH]c(=O)c3c(c2s1)OC(N)=C(C#N)C3c1cccc(F)c1 (centres undefined)
8: COC(=O)[C@@]12CCCN1[C@H](c1ccc(-c3ccccc3)cc1)[C@H]1C(=O)N(C)C(=O)[C@H]12
Screen / compound no.,1,2,3,4,5,6,7,8
D1 potentiator,-2,-2,-5,-4,8,1,-2,1
RXFP1 antag,4,-9,-7,3,-2,·,·,·
TRHR PAM,8,6,-1,-2,2,-2,8,-8
D1 antag,-18,-5,12,14,-4,0,10,-1
TRHR ag,0.0,-0.4,0.2,0.7,0.7,-0.1,14,-0.2
Anesthetic bind,-9%,-17%,-8%,-19%,-13%,0%,?,·
D1 agonist,2,2,1,-2,0,-1,10,1
D2 PAM,20,10,-8,-1,-14,15,13,-12
RXFP1 ag,-3.1%,1.4%,-1.0%,5.5%,-0.2%,1.8%,1.9%,-1.2%

The list goes on, overlapping the part above by two compounds.
7: CNc1nc2[nH]c(=O)c3c(c2s1)OC(N)=C(C#N)C3c1cccc(F)c1 (centres undefined)
8: COC(=O)[C@@]12CCCN1[C@H](c1ccc(-c3ccccc3)cc1)[C@H]1C(=O)N(C)C(=O)[C@H]12
9: CCOc1ccc(CCNC(=O)c2ccc3c(=O)n4c(nc3c2)CCCCC4)cc1
10: O=C(CCc1ccc(Oc2cc([N+](=O)[O-])cc([N+](=O)[O-])c2)cc1)NC1CCCC1
11: CCc1ccc(NC2=NCC(=O)N2Cc2ccc3c(c2)OCO3)cc1
12: COc1ccc(OS(=O)(=O)c2c(C)noc2C)cc1
13: Cc1ccc2cc(/C=N/Nc3nc4ccccc4[nH]3)c(Cl)nc2c1
14: CCCn1c(=O)c(C(=O)Nc2ccccc2)c(O)c2ccccc21
15: CCOc1ccc(CCNC(=O)Cn2c(=O)c3cccn3c3cccnc32)cc1
16: COc1ccc(C(CNC(=O)c2nn(-c3ccccc3)c(=O)c3ccccc23)N2CCOCC2)cc1 (centres undefined)
Screen / compound no.,7,8,9,10,11,12,13,14,15,16
D1 potentiator,-2,1,-15,0,-2,-2,-4,-2,-6,-8
RXFP1 antag,·,·,-11,1,-5,-2,1,-6,-13,9
TRHR PAM,8,-8,-6,-7,-1,-2,1,3,-10,32*
D1 antag,10,-1,-29,-18,-4,-14,-9,21,4,-4
TRHR ag,14,-0.2,-0.5,0.2,-0.9,-0.1,-0.2,0.5,-0.8,0.0
Anesthetic bind,?,·,-14%,-2%,-12%,-3%,-14%,-5%,-3%,·
D1 agonist,10,1,1,15,3,0,4,1,3,5
D2 PAM,13,-12,-4,-4,-15,3,-7,7,7,-22
RXFP1 ag,1.9%,-1.2%,0.5%,-0.9%,0.2%,-1.2%,-0.1%,-1.7%,25%,4.4%

17: COc1ccc(C)cc1NC(=O)Cn1nc(N2CCN(c3ccccc3OC)CC2)ccc1=O
18: CCCCN(C(=O)CSCC(=O)Nc1ccc(C)cc1)c1c(N)n(Cc2ccccc2)c(=O)[nH]c1=O
19: CCc1ccccc1NC(=O)c1ccc(CN2C(=O)CCn3nc(C)cc32)cc1
20: Cc1cccc(NC(=O)CSc2nc3ccc(NC(=O)COc4ccccc4F)cc3s2)c1
21: COc1ccc(C(=O)Nc2cnccn2)cc1[N+](=O)[O-]
22: Cc1ccc(S(=O)(=O)N(C)CC(=O)OCC(=O)NC(c2ccccc2)c2ccccc2)cc1
23: COc1ccc(Cl)cc1NC(=O)Cn1c(=O)c2ccccc2n2nncc12
24: O=C1N=C(N2CCOCC2)S/C1=C\c1ccc(OS(=O)(=O)c2ccccc2)cc1
Screen / compound no.,17,18,19,20,21,22,23,24
D1 potentiator,-3,7,2,-2,-7,-5,2,-2
RXFP1 antag,-13,7,-5,·,-3,1,·,-4
TRHR PAM,-3,-7,4,-4,-4,-10,-2,3
D1 antag,-1,9,5,-28,-17,-18,3,-5
TRHR ag,-0.1,0.6,0.3,-1.0,0.0,0.3,0.3,-0.5
Anesthetic bind,-16%,·,-4%,155%[activator],-6%,5%,-5%,?
D1 agonist,1,1,0,15,3,8,2,2
D2 PAM,1,-4,·,21,-6,-5,-5,12
RXFP1 ag,0.4%,0.8%,0.7%,0.6%,-1.2%,0.0%,17%,-1.4%

25: FC(F)(F)c1ccc(NCc2ccccn2)nc1
26: COc1ccc(C(Nc2cccc([N+](=O)[O-])c2)P(=O)(OC(C)C)OC(C)C)cc1 (centres undefined)
27: CCN(CC)C(=O)c1ccc(Cn2cc([N+](=O)[O-])cn2)o1
28: COCCNC(=O)C(=O)N/N=C(\C)CC(=O)Nc1ccc(Cl)cc1Cl
29: Cn1c(=O)c(NC2CCCCC2)c2c3c(cccc31)C(=O)c1ccccc1-2
30: O=C(CN1C(=O)COc2ccc(Cl)cc21)Nc1cccc(C(=O)O)c1
31: COc1ccccc1NC(=S)N1C2CCC1CC(NC(=O)NC13CC4CC(CC(C4)C1)C3)C2 (centres undefined)
32: CCOc1ccc(NC(=O)NC(C)c2ccc3c(c2)OCO3)cc1 (centres undefined)
Screen / compound no.,25,26,27,28,29,30,31,32
D1 potentiator,3,1,-1,-1,-4,-2,-2,1
RXFP1 antag,16,7,4,-12,3,2,20,7
TRHR PAM,-8,3,12,-1,5,4,-2,3
D1 antag,-12,-1,-37*,-2,-68*,3,5,-8
TRHR ag,0.6,0.0,-0.4,0.2,219*,-0.2,0.3,0.2
Anesthetic bind,-4%,-10%,-3%,-11%,-2%,6%,-16%,-15%
D1 agonist,3,4,7,1,455*,1,3,11
D2 PAM,·,·,4,8,-10,5,0,1
RXFP1 ag,5.7%,4.6%,0.6%,3.2%,7.5%,9.8%,-0.5%,-2.8%

33: COc1ccc(N2CCN(C(=O)c3c(Cl)cnn3C)CC2)cc1
34: COc1ccccc1C1C(C(=O)N2CCCCC2)=C(C)Nc2nc3ccccc3n21 (centres undefined)
35: CC1CCCC(C)N1C(=O)COC(=O)Cn1cnc2c1c(=O)n(C)c(=O)n2C (centres undefined)
36: COc1ccc(NC(=O)C2CCCCN2N)cc1OCC(C)C (centres undefined)
37: NS(=O)(=O)c1ccccc1
38: COc1ccccc1CNC(=O)c1cc(Sc2cccc(Cl)c2)nc2ccccc12
39: COc1ccc(Nc2c3c(nc4ccc(NC(=O)c5cc(Cl)ccc5OC)cc24)CCCC3)cc1OC
40: CC(C)C(=O)N1CCN(c2ccc([N+](=O)[O-])c(NC(C)c3ccccc3)c2)CC1 (centres undefined)
Screen / compound no.,33,34,35,36,37,38,39,40
D1 potentiator,-5,2,1,-5,-2,-2,0,-3
RXFP1 antag,2,·,-2,-6,-3,-2,·,-7
TRHR PAM,-5,4,8,1,0,2,1,-4
D1 antag,-58*,3,23,-1,2,-4,-6,2
TRHR ag,0.2,0.2,0.0,-0.6,0.2,1.2,0.0,0.5
Anesthetic bind,-5%,-9%,·,?,-7%,?,?,-23%
D1 agonist,6,0,1,-1,1,2,1,-1
D2 PAM,15,14,-2,·,-3,0,-3,13
RXFP1 ag,3.2%,-1.3%,10%,2.1%,-1.0%,7.4%,-0.8%,-0.2%

41: CCOC(=O)CCCNC(=O)CN1C(=O)NC2(CCCCCC2)C1=O
42: CCOc1ccc(-c2nn(CC(=O)NC3CCCCC3)c3c2cnc2ccc(C)cc23)cc1
43: Clc1ccc(-c2nnc(SCc3nc4ccccc4s3)o2)cc1
44: O=C(C1=C[C@H](c2coc3ccccc3c2=O)C[C@H](OCc2ccc(CO)cc2)O1)N1CCOCC1
45: COc1ccc(CN2CCCC(CO)(Cc3ccc(F)cc3F)C2)cc1 (centres undefined)
46: CC(C)c1nc(-c2ccc([N+](=O)[O-])cc2)cs1
47: Cc1ccc2c(C)c(C(=O)Nc3c(C)n(C)n(-c4ccccc4)c3=O)oc2c1C
48: Cc1ccc(CNC(=O)CSc2ncc3c(n2)-c2ccc(Cl)cc2N(Cc2ccccc2)S3(=O)=O)cc1
49: CCOc1nc(Nc2ccc(OC)c(Cl)c2)nc(N2CCN(c3ccc(OC)cc3)CC2)n1
50: CCOc1ccc(CCNC(=O)Cc2ccc(NC(=O)N3CCSc4ncccc43)cc2)cc1
51: O=C(Cc1cn2ccsc2n1)Nc1cccc2cnccc12
Screen / compound no.,41,42,43,44,45,46,47,48,49,50,51
D1 potentiator,-2,-2,-2,-4,0,-6,-7,5,2,-1,1
RXFP1 antag,10,-4,12,·,-8,2,-2,·,-6,-24,4
TRHR PAM,-7,7,10,13,5,6,3,16,7,2,7
D1 antag,-8,12,-13,8,2,8,-37*,-26,6,-1,-22
TRHR ag,0.2,0.9,1.3,0.0,0.8,-0.9,-0.7,-0.4,0.1,-0.3,0.1
Anesthetic bind,-9%,4%,-5%,-6%,-15%,-14%,-5%,-7%,6%,-6%,-5%
D1 agonist,2,3,11,-3,10,2,0,1,2,-1,3
D2 PAM,-4,7,12,13,-23,-9,7,13,-2,-3,-2
RXFP1 ag,2.1%,1.2%,3.5%,11%,-1.9%,-0.1%,0.1%,28µM*,-0.2%,0.9%,2.7%

Ordered by SMILES length (falling): part of the list above
49: CCOc1nc(Nc2ccc(OC)c(Cl)c2)nc(N2CCN(c3ccc(OC)cc3)CC2)n1
42: CCOc1ccc(-c2nn(CC(=O)NC3CCCCC3)c3c2cnc2ccc(C)cc23)cc1
50: CCOc1ccc(CCNC(=O)Cc2ccc(NC(=O)N3CCSc4ncccc43)cc2)cc1
41: CCOC(=O)CCCNC(=O)CN1C(=O)NC2(CCCCCC2)C1=O
46: CC(C)c1nc(-c2ccc([N+](=O)[O-])cc2)cs1
Screen / compound no.,49,42,50,41,46
D1 potentiator,2,-2,-1,-2,-6
RXFP1 antag,-6,-4,-24,10,2
TRHR PAM,7,7,2,-7,6
D1 antag,6,12,-1,-8,8
TRHR ag,0.1,0.9,-0.3,0.2,-0.9
Anesthetic bind,6%,4%,-6%,-9%,-14%
D1 agonist,2,3,-1,2,2
D2 PAM,-2,7,-3,-4,-9
RXFP1 ag,-0.2%,1.2%,0.9%,2.1%,-0.1%
